High-throughput results: PubChem BioAssay, National Center for Advancing Translational Sciences (NCATS)
GLP1R cytotox: cytotoxicity in counter-screen for GLP-1R inverse agonists | HEK293 cAMP-luciferase reporter cells, luminescence, 24 h | Potency, µM (titrated, usually from 38.3 µM), for the others: at the highest dose activity change, negative = inhibition, actives largely listed as inhibitors | 0.13% of 410,000 active | AID 624418;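 also: loss of luciferase light is scored as toxicity; potency is read from the fitted curve at half-maximal effect; % is scaled to controls: 0 for no effect and ±100 for the full control effect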
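Seeding density was 200 cells/uL; after overnight-length (12 h) culture, 23 nL compounds went on for 24 h at 37 °C. Readout used a luciferase detection reagent, luminescence taken after 12 min at room temperature.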
HT1080 IDH1KD tx: HT-1080 IDH1 knockdown cell toxicity (counter line); HT-1080 IDH1 knockdown viability, ATP luminescence, 48 h; Potency, µM (doses to about 46.1 µM), without a hit: at the highest dose activity, negative = toxicity, hits mostly cytotoxic; 2% of 360,000 active;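 also: potency is read from the fitted curve at half-maximal effect; 0% = DMSO wells and -100% = cell-free medium wells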
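HT-1080-IDH1KD cells (IDH1 knocked down), 750/well in RPMI with 5% FBS, treated with compound 48 h at 37 degrees C. Viability by CellTiter-Glo luminescence, normalised to DMSO and no-cell wells; concentration-response curves classed.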
KB-V1 cytotox: kills drug-selected multidrug resistant KB-V1 cells; 3.4% of 400,000 active; KB-V1 MDR cells viability, CellTiter-Glo, 72 h; Potency, µM (top dose mostly 46.1 µM), without a hit: top-dose activity change, negative = cytotoxicity, most hits filed as cytotoxic; also: potency is read from the fitted curve at half-maximal effect; % is scaled to controls: 0 for no effect and ±100 for the full control effect; nearly all actives have a fitted effect of over 60% in size
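Cells of the MDR subline KB-V1 are plated, dosed with compound at multiple concentrations, and incubated 72 h at 37 degrees C; CellTiter-Glo is then added and luminescence read after 10 min.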
IL1B secr inh: blocks inflammasome-driven IL-1 beta release. activity change, % at 57.5 µM. THP-1 LPS/ATP IL-1B secretion, AlphaLISA, 16 h; active compounds read low. 4.7% of 360,000 active; in the data active = activity change below about -50%; inconclusive = mostly about -30% to -49%; also: % is scaled to controls: 0 for no effect and ±100 for the full control effect
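Secreted IL-1B measured by AlphaLISA bead assay after 16 h compound exposure of THP-1 cells; compounds (final up to 57.5 uM) added 1 h before LPS (250 ng/mL) and ATP (1.25 mM) stimulation; lower signal means less secretion.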
MCF10A rerep: inducers of DNA re-replication in MCF 10A breast cells | MCF 10A DNA re-replication, Hoechst nuclear intensity, 48 h | Potency, µM (doses to about 46.1 µM), for inactives: at the top dose activity, positive = re-replication, actives largely listed as activators | 2.9% of 350,000 active; also: potency is read from the fitted curve at half-maximal effect; % of control where 0% means no effect; nearly all actives have a fitted effect of over 50% in size
D3 ag: D3 dopamine receptor (human) agonism | P35462 | D3R DiscoveRx beta-arrestin cells, luminescence, 90 min | max activation, % | 0.58% of 410,000 active; in the data active = max activation above about 30%; also: 0% is about no effect; mostly tested at two doses, the higher about 12 µM
Target sequence (P35462 whole entry, looked up): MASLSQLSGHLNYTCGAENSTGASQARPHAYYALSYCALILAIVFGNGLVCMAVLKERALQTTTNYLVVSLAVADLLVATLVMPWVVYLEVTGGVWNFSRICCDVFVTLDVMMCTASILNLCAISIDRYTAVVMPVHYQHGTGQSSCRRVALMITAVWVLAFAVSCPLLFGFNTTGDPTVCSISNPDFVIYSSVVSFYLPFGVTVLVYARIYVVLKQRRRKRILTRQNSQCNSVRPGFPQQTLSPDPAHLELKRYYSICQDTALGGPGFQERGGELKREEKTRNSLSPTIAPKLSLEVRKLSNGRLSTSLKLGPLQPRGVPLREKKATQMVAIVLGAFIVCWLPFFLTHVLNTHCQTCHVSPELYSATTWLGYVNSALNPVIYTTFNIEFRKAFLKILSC
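Agonist-mode cell screen: cells plated at 1500/well and incubated overnight at 37 °C, then exposed to library compounds for 90 min at 37 °C. Detection reagent was added for 30–60 min at room temperature, and luminescence was read.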
SW480 rerep: inducers of DNA re-replication in SW480 colon cancer cells. SW480 DNA re-replication, Hoechst DNA content imaging, 48 h. 1.8% of 340,000 active. Potency, µM (doses to about 46.1 µM), without a hit: top-dose re-replication activation, hits mostly activators. AID 624297; also: potency is read from the fitted curve at half-maximal effect; % of control where 0% means no effect; nearly all actives have a fitted effect of over 55% in size
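Readout is total intensity of Hoechst-stained nuclei, excited at 405 nm and collected at 500-530 nm. Compound treatment lasted 48 hr at 37 C in 5% CO2 before staining.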
KB-3-1 cytotox: kills parental KB-3-1 adenocarcinoma cells; KB-3-1 viability, CellTiter-Glo ATP luminescence, 72 h; Potency, µM (titrated, usually from 46.1 µM), for inactives: top-dose activity change, negative = cytotoxic, most hits filed as cytotoxic; 1.4% of 400,000 active; also: potency is read from the fitted curve at half-maximal effect; % is scaled to controls: 0 for no effect and ±100 for the full control effect; nearly all actives have a fitted effect of over 60% in size
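Multi-concentration cytotoxicity screen in KB-3-1 cells grown in DMEM lacking phenol red with 10% FBS. After 72 h at 37 °C with compound, ATP-dependent luminescence was recorded.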
HT1080NT lethal: kills 2HG-producing HT-1080-NT fibrosarcoma cells; HT-1080-NT fibrosarcoma viability, CellTiter-Glo ATP luminescence, 48 h; Potency, µM (doses to about 46.1 µM), for inactives: at the top dose activity, negative = less viability, usual class: cytotoxic; 1.6% of 360,000 active; AID 686970;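 also: NT is the 2HG producing partner of a matched IDH1 knockdown line; potency is read from the fitted curve at half-maximal effect; 0% = DMSO-treated cells and -100% = media-only wells without cells; nearly all actives have a fitted effect of over 55% in size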
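HT-1080-NT fibrosarcoma cells (2HG-overproducing), 750 cells/well in RPMI with 5% FBS, dosed after 2 h and incubated 48 h at 37C. CellTiter-Glo luminescence normalized to DMSO and no-cell wells; concentration-response curves fitted and classed.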
Active calls of the source: *; ? = inconclusive; · = not tested or not shown; [ ] = dose if it differs, or a comment. Unless noted, calls follow the shape of the dose curve; as a rule, active = well fitted curve in the direction sought with a large enough effect; inconclusive = small, poorly fitted or top-dose-only effect, or another doubt; inactive = no such curve, though single readings can be large; an effect the other way counts as inactive or inconclusive.

molecule | GLP1R cytotox | HT1080 IDH1KD tx | KB-V1 cytotox | IL1B secr inh | MCF10A rerep | D3 ag | SW480 rerep | KB-3-1 cytotox | HT1080NT lethal
COC1C=CC(CNC(=O)c2cc3c(=O)n4cccc(C)c4nc3n2C)(OC)O1 (stereo unspecified) | 38.6%[activator] | -0.3% | 0.0% | -11.0 | 10.2% | -3.1 | ? | -14.2% | -4.3%
O=S(=O)(c1ccc(-c2cnc(C3CC3)o2)cc1)N1CCN(c2cccc(Cl)c2)CC1 | -24.3% | · | ? | · | · | -11.7 | · | 0.0% | ·
Cc1ccc(C(CNC(=O)Nc2cccc(C)c2)N2CCN(C)CC2)cc1 (stereo unspecified) | -10.1% | -7.7% | -20.0% | -20.1 | -2.1% | -14.4 | ? | -5.5% | -7.4%
Cc1c(S(=O)(=O)N2CCN(C(c3ccccc3)c3ccccc3)CC2)c(=O)n(C)c(=O)n1C | -1.1% | -4.6% | 7.7% | -8.6 | -6.6% | 4.3 | 18.9% | 0.0% | 0.0%
CC(=O)N1CCN(S(=O)(=O)c2ccc(S(=O)(=O)NC3CCCCC3)cc2)CC1 | 15.4% | 14.1% | 3.6% | 3.1 | -2.8% | -24.3 | 2.6% | 8.3% | 6.7%
COc1ccccc1N1C(=O)C2CC(C)=C(C)CC2C1=O (stereo unspecified) | -7.5% | -4.0% | -14.4% | 22.1 | -1.3% | 13.9 | -3.8% | 1.4% | -0.3%
CC(=O)c1cc2c(cc1NC(=O)CN1CCCCCC1)OCO2 | -16.4% | 1.3% | ? | -19.5 | 1.7% | -4.3 | -3.3% | 24.2% | 2.2%
O=C(CCSc1nnc2scc(-c3ccccc3)n12)Nc1nc(-c2ccccc2)ns1 | -9.3% | 13.3% | 10.3µM* | 6.3 | 1.9% | -8.0 | -2.8% | 14.0% | 13.0%
COc1ccc(C2CC(c3ccc(Cl)cc3Cl)Nc3nc(N)nn32)cc1 (stereo unspecified) | 0.0% | -6.7% | 0.4% | 10.1 | -0.7% | 5.0 | 6.2% | 0.0% | -2.9%
C#CCOCCOCCOCCNc1nc(N2CCOCC2)nc(N2CCN(C(=O)[C@H](C)n3cc(CCCN=C(N)N)nn3)CC2)n1 | -16.3% | 0.6% | -25.2% | -5.9 | -5.5% | -3.9 | 1.8% | 0.0% | -11.0%
Cc1ccc(-c2nc3cccnc3s2)cc1NS(C)(=O)=O | 11.5% | -7.0% | -5.1% | -10.1 | 9.4% | -0.6 | -6.5% | -10.4% | -0.4%
COCCCNC(=O)CN1C(=O)c2cccnc2Sc2ccccc21 | -3.3% | · | -1.8% | · | · | 1.5 | · | -1.4% | ·
COc1ccc(CCN(C)C(=O)c2cc(-c3ccc(C)cc3)nc3ccccc23)cc1OC | 4.9% | -10.8% | -16.6% | -12.5 | ? | -9.7 | 1.7% | 1.1% | -5.5%
O=C(NCC(=O)N(CC1CCCO1)C(C(=O)NC1CCCC1)c1cccnc1)c1ccco1 (stereo unspecified) | -1.9% | 20.6% | 9.0% | 15.1 | -3.2% | 1.6 | -1.8% | -2.4% | 10.9%
O=C(O)CCCc1nc(-c2ccccc2)no1 | 4.5% | -2.3% | 0.0% | -14.6 | ? | -0.1 | -0.4% | -17.0% | -2.3%
COc1cccc(N(C(=O)c2snc(C(N)=O)c2N)C(C(=O)NCC2CCCO2)c2c[nH]c3ccccc23)c1 (stereo unspecified) | -8.1% | -3.1% | -2.6% | -66.5* | 5.5% | 1.4 | -97.8% | -19.7% | ?
COc1ccccc1OCC(=O)N/N=C1\CCCCc2ccccc21 | 3.5% | -0.6% | ? | ? | -20.4% | -18.9 | 18.1% | -28.4% | -0.3%
Cc1c(Cl)cccc1S(=O)(=O)Nc1ccnn1C | -0.8% | 8.7% | 3.7% | 22.6 | 17.3% | 3.8 | -2.8% | 2.7% | 8.7%
O=C1Nc2ccccc2/C1=N\N1CCOCC1 | -3.8% | 25.3% | ? | 5.9 | -0.1% | -1.3 | -5.6% | 1.9% | 15.3%
O=C(NCCc1ccccn1)c1cc(-c2ccccc2Cl)nc2ccccc12 | -0.4% | -7.5% | ? | -4.4 | ? | -2.6 | 1.2% | 20.8% | 1.0%
O=C(OCc1nnc(-c2ccccc2)o1)c1ccco1 | 1.4% | 19.7% | 6.3% | -8.7 | 16.2% | -1.7 | 4.4% | 1.1% | 20.5%
CCOC(=O)C1CCCN(S(=O)(=O)c2ccc3ccccc3c2)C1 (stereo unspecified) | ? | -17.2% | -10.1% | 18.4 | 0.1% | -2.9 | -0.8% | -0.6% | -23.9%
N#C/C(C(=O)NCc1ccccc1)=C1/N=C(NC(=O)c2ccco2)c2ccccc21 | 12.7% | -8.8% | -1.1% | -17.6 | 8.7% | -3.0 | 2.5% | 7.6% | -21.1%
Cc1ccc2c(c1)N(C(=O)CCC(=O)NCCCN1CCN(C)CC1)CC(C)O2 (stereo unspecified) | 0.2% | 6.4% | ? | -15.2 | 1.8% | 3.8 | 3.6% | 23.8% | -10.4%
O=C(NCCCN1CCCC1=O)[C@H](CSCc1ccccc1)N1Cc2ccccc2C1=O | 4.2% | 9.8% | -5.8% | -14.4 | -9.7% | 5.1 | -2.7% | -5.7% | 8.6%
COc1cccc(NC(=O)c2ocnc2C)c1 | 2.6% | 2.2% | -21.6% | -12.0 | -5.4% | -3.2 | -8.0% | 1.1% | -0.7%
COc1ccc(N2CC(C(=O)Nc3ccncc3)CC2=O)cc1 (stereo unspecified) | -11.0% | 8.2% | 6.9% | 30.5 | -11.9% | -2.5 | -26.9% | -0.7% | 15.4%
CCC(C(=O)Nc1nc(C)c(C(=O)OC)s1)c1ccccc1 (stereo unspecified) | -1.4% | -5.7% | 16.4% | 11.9 | -12.6% | 6.6 | -20.2% | -0.4% | -4.7%
COc1ccc(OCCSc2nnc(CCNC(=O)c3ccc(Cl)c(Cl)c3)n2C)cc1 | 4.3% | -29.6% | -31.8% | -1.4 | -22.7% | -20.7 | 1.5% | -7.3% | -17.8%
CC(=O)c1ccc(NC(=O)c2ccc(-n3cnnn3)cc2)cc1 | -0.4% | 18.2% | 23.0% | -5.4 | -10.4% | 7.5 | -26.1% | 16.1% | 14.6%
O=S(=O)(c1cccc2cccnc12)n1cnc2ccccc21 | 18.8% | -7.9% | ? | 6.4 | 7.4% | 0.2 | 11.3% | -2.1% | -10.2%
Cc1cccc(OCC(=O)NNC(=O)C2CCN(c3ncnc4sc(C)c(C)c34)CC2)c1 | -2.7% | -0.4% | -17.4% | 6.0 | ? | 7.8 | 4.7% | -5.9% | 5.2%

The last 3 records of the part before come first, to join the parts.
molecule | GLP1R cytotox | HT1080 IDH1KD tx | KB-V1 cytotox | IL1B secr inh | MCF10A rerep | D3 ag | SW480 rerep | KB-3-1 cytotox | HT1080NT lethal
CC(=O)c1ccc(NC(=O)c2ccc(-n3cnnn3)cc2)cc1 | -0.4% | 18.2% | 23.0% | -5.4 | -10.4% | 7.5 | -26.1% | 16.1% | 14.6%
O=S(=O)(c1cccc2cccnc12)n1cnc2ccccc21 | 18.8% | -7.9% | ? | 6.4 | 7.4% | 0.2 | 11.3% | -2.1% | -10.2%
Cc1cccc(OCC(=O)NNC(=O)C2CCN(c3ncnc4sc(C)c(C)c34)CC2)c1 | -2.7% | -0.4% | -17.4% | 6.0 | ? | 7.8 | 4.7% | -5.9% | 5.2%
O=C(Nc1ccc(F)cc1)C(c1cccc(F)c1)N1CCN(CC(=O)N2CCCC2)CC1 (stereo unspecified) | 0.3% | 11.1% | -12.1% | -9.3 | · | 5.1 | · | 10.2% | 14.8%
CCCCCCCNC(=O)COc1ccc2c(c1)C(=O)CC(C)(C)O2 | -3.9% | 3.2% | -8.8% | 19.4 | 4.1% | -5.1 | 0.1% | 2.3% | 22.6%
CCOC(=O)Nc1nc2ccccc2s1 | 17.0% | -0.8% | 8.0% | -22.8 | 9.4% | 2.1 | -3.0% | 0.0% | 17.9%
CCOC(=O)C1CCN(CC(=O)Nc2c(C(=O)OC)[nH]c3ccc(Cl)cc23)CC1 | -18.1% | ? | ? | 6.9 | ? | 13.2 | 0.1% | -6.4% | -13.6%
COc1ccccc1NS(=O)(=O)c1cc(NC(=O)CNC(=O)c2ccc(C)s2)ccc1Cl | -7.3% | -2.4% | 0.0% | 5.4 | 20.6% | -18.2 | 23.1% | -9.0% | -1.4%
O=C(NN1C(=O)NC2(CCCCC2)C1=O)c1cc(F)cc(F)c1 | -21.6% | 11.6% | ? | 29.7 | 10.9% | -2.4 | -1.1% | 18.7% | 12.7%
CCc1nc(SCC(=O)Nc2nnc(CC(C)C)s2)n[nH]1 | -2.9% | 8.4% | 18.3% | 15.8 | ? | -0.7 | 7.2% | 3.6% | 3.1%
Fc1ccc(CSc2ncnc3nc[nH]c23)cc1 | -2.7% | -10.8% | 27.1% | 10.3 | -1.6% | 14.7 | 2.1% | 1.3% | 0.9%
O=C(NNc1nc(-c2ccc(F)cc2)cs1)c1ccccc1 | ? | ? | ? | -5.8 | 2.0% | -2.7 | ? | ? | ?
CCOc1ccc(N(CC(=O)Nc2ccc(F)cc2F)S(=O)(=O)c2c(C)[nH]c(=O)[nH]c2=O)cc1 | 17.6% | · | 8.3% | · | · | 5.3 | · | -4.6% | ·
COc1cc(N)c(Cl)cc1C(=O)OCC(=O)NCc1cccs1 | -4.5% | 0.0% | 9.4% | 2.9 | -5.7% | -7.8 | -4.5% | -1.9% | 2.8%
Cc1ccc(CN(C)C(=O)c2cccc(S(=O)(=O)N3CCCC3)c2)cc1 | -23.7% | -2.0% | -12.4% | 2.1 | 8.2% | -2.0 | -11.0% | 3.6% | -4.8%
Clc1ccc(/C=C/c2nc3ccccc3[nH]2)c(Cl)c1 | ? | ? | ? | ? | 16.4µM* | 1.4 | ? | -15.1% | 14.6µM*
COc1ccc(/C(C)=N/NC(=O)C(NC(=O)c2ccccc2)c2n[nH]c(=O)c3ccccc23)c(OC)c1 (stereo unspecified) | -14.7% | -7.4% | 12.4% | 27.0 | -9.7% | 9.3 | -2.8% | 4.2% | -3.3%
